Assay outcomes as filed in PubChem BioAssay.
TTR transcr act – TTR transcription activators in neuroblastoma reporter cells, primary screen, cell-based, luminescence, SH-SY5Y, TTR promoter Gaussia luciferase. 100% = recombinant luciferase protein wells. activation, % at 16.7 µM. actives 1.3% (n = 92,000);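 active = activation above the mean of all tested compounds plus 3 SD, cut at about 9.5% in these data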;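 note: cells exposed to compounds for one day before reading; 0% = median of all test compound wells on the plate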
An asterisk follows results filed as active. These rows are one share of the data, so the mix of outcomes need not match the whole.

SMILES	TTR transcr act
C=CCn1c(Cc2ccc(OC)cc2)nnc1SCC(=O)NCCc1ccccc1	-1.5
COCCN1Cc2cccc(C(=O)NC(C)CCc3ccco3)c2C1=O (stereo not drawn)	-1.1
O=C1OC(c2cccc([N+](=O)[O-])c2)C2(CCCC2)C(=O)C12CCCCC2 (stereo not drawn)	2.5
Cc1cc(C(=O)NCCN2CCOCC2)c2ccccc2n1	2.1
N#CCC(=O)Nc1ccc(C(=O)OCC(=O)c2c[nH]c3ccccc23)cc1	0.4
CN1C(=O)C(CC(=O)Nc2ccccc2)S/C1=N/c1nccs1 (stereo not drawn)	0.8
Cc1nnc2ccc(N3CCN(c4cccc(C(F)(F)F)c4)CC3)nn12	4.5
Cc1cccc(C(=O)N2CCc3ccccc3C2)c1[N+](=O)[O-]	-4.3
COc1ccc(CCn2c(=N)c(C(=O)NCc3ccco3)cc3c(=O)n4ccccc4nc32)cc1	-0.4
COc1ccc(/C=C/c2nnc(NC(=O)COc3ccccc3)s2)cc1	-2.4

Remaining list, next part.
SMILES	TTR transcr act
O=C(COC(=O)c1n[nH]c2ccccc12)NCCc1ccccc1	-0.1
COc1cccc(C(=O)CSc2nc3ccccc3n2CC(=O)N2CCOCC2)c1	-2.0
CCOC(=O)c1ccc(N2C(=O)CC(SCC(=O)Nc3ccc(S(N)(=O)=O)cc3)C2=O)cc1 (stereo not drawn)	1.0
CCn1nnnc1NCc1ccc(N2CCCC2)cc1	3.3
COc1ccccc1-c1nnc(SCC(=O)NC2CCS(=O)(=O)C2)n1CCc1ccccc1 (stereo not drawn)	-1.6
Cc1ccccc1CSc1nnc(-c2cnccn2)n1C	-0.2
COc1cccc(NC(=S)NNC(=O)Cn2nc(C(F)F)cc2C(F)F)c1	3.7
N#Cc1nc(-c2ccco2)oc1NCc1ccccc1Cl	2.0
O=C(O)c1ccc(Cl)c(S(=O)(=O)NCc2cccnc2)c1	1.1
CCOC(=O)c1ccccc1NC(=O)CCNC(=O)Cn1cnc2ccccc2c1=O	2.3

(further entries)
SMILES	TTR transcr act
CCC(C)NC(=O)C(Sc1ccccc1)c1ccccc1 (stereo not drawn)	-2.1
O=C(CN1CCN(c2ccc([N+](=O)[O-])cc2Cl)CC1)N1CCOCC1	-1.6
COc1ccc(/C=N/NC(=O)c2ccncc2)cc1CN1CCOCC1	-0.2
COC(=O)[C@@H](Cc1c[nH]c2ccccc12)NC(=O)c1ccc2c(c1)OCO2	0.0
O=C1c2cccc3cccc(c23)C(=O)N1CCCn1ccnc1	-0.5
Cc1cc(C)c(S(=O)(=O)N2CCN(C)CC2)c(C)c1	0.4
Cc1ccc(C)c(OCc2cc(C(=O)N3CCN(c4ccccc4C)CC3C)no2)c1 (stereo not drawn)	-2.6
O=C(c1ccco1)N1CCN(S(=O)(=O)c2ccc3c(c2)CCN3C(=O)C2CCC2)CC1	6.7
CCCCOCCCNC(=O)c1c(-c2ccccc2)noc1C	2.6
CCc1ccccc1NC(=O)CN(C)C(=O)Cn1cnc2ccc(Cl)cc2c1=O	-1.4

(list continues)
SMILES	TTR transcr act
CCc1cc(C(=O)OC)c(NC(=O)CSc2nccn2C)s1	2.1
C/C(=C\C(=O)c1ccc(F)cc1)NCc1ccc2c(c1)OCO2	-1.2
Cc1ccc(Nc2nc(-c3sc(NC(=O)c4ccccc4)nc3C)cs2)cc1	-4.4
COCCN1C(=O)c2ccccc2C(C(=O)NCCCN2CCCC2)C1c1c[nH]c2ccccc12 (stereo not drawn)	3.6
O=C(NC(Cc1ccccc1)C(=O)O)/C(=C\c1ccco1)NC(=O)c1ccc(Br)cc1 (stereo not drawn)	-2.6
COc1ccc(-n2ncc3c(=O)n(CC(=O)N(C(C)C)C(C)C)cnc32)cc1	-1.1
CCCCCC(=O)N1C[C@@H](O)[C@H](n2cc(-c3ccc(F)cc3)nn2)C[C@@H]1c1ccccc1	-1.4
Cc1ccc(S(=O)(=O)N(C)C[C@H]2Oc3ccc(NC(=O)C4CCCCC4)cc3C(=O)N([C@H](C)CO)C[C@H]2C)cc1	-1.2
C=CCn1c(SCc2ccc([N+](=O)[O-])cc2)nnc1C(C)NC(=O)c1ccccc1 (stereo not drawn)	-1.4
CO[C@H]1CN(C)C(=O)c2cc(NS(=O)(=O)c3ccccc3)ccc2OC[C@@H](C)N(Cc2ccccn2)C[C@@H]1C	3.7

(continued)
SMILES	TTR transcr act
Cn1c(C(=O)N/N=C/c2ccccc2)cc2ccccc21	-0.2
CC1(C(=O)NS(=O)(=O)c2cccc(Cl)c2)CCN1C(=O)Cc1cc(F)ccc1F (stereo not drawn)	-1.2
O=C(c1ccc(Cl)cc1)N1CCCOC1	0.3
CCOc1ccc(C(C)NC(=O)C2CCC2)cc1 (stereo not drawn)	2.5
O=C(NNc1ccc([N+](=O)[O-])cc1[N+](=O)[O-])C1C2CCCCC21 (stereo not drawn)	-0.9
COc1ccccc1-c1nnc2n1N=C(c1ccc(OC(F)F)c(OCC3CC3)c1)CS2	-5.1
Cc1ccc(-n2c(=O)c3c4c(sc3n3c(=S)[nH]nc23)CCC4)cc1	15*
COc1ccc(N(C(=O)C(C)C)S(=O)(=O)c2cccs2)cc1	-2.8
Cc1ccc(C(=O)OCC(=O)NC2CCCc3ccccc32)o1 (stereo not drawn)	18*
CC(=O)Nc1ccc(-c2ccnc3c2CC(C)(C(=O)NCC2CCOCC2)O3)cc1 (stereo not drawn)	-0.2

Going on with the list:
SMILES	TTR transcr act
O=C1C(c2ccncc2)N(CCC2=CCCCC2)C(=O)CN1C1CCCCC1 (stereo not drawn)	-1.6
Cc1cc(NC(=O)C2CC(c3ccc(F)cc3)=NO2)no1 (stereo not drawn)	2.9
O=S(=O)(Nc1cccc(Br)c1)c1cccc2nsnc12	0.8
O=C(Nc1ccc(Cl)cn1)c1ccc2nccnc2c1	-0.5
Cc1cc2c3c(c1)C(C)CC(C)(C)N3C(=O)C2=O (stereo not drawn)	0.6
COc1ccccc1C(O)(C(=O)NNc1ccccc1C)c1ccccc1OC	0.1
Cc1ccc(/C(N)=N/OC(=O)c2ccc(Cl)cc2Cl)cc1	20*
c1ccc(Cn2c3ccccc3c3nnc(SCCN4CCCCC4)nc32)cc1	-2.7
COC(=O)c1ccc(CN2CCN(C(C)C)C(CCO)C2)cc1 (stereo not drawn)	9.5
CC1CC(C)CN(CCCNC(=O)C2CCCN(c3nnc(N4CCCC4=O)s3)C2)C1 (stereo not drawn)	6.1

(list continues)
SMILES	TTR transcr act
CC(=O)NCCc1c[nH]c2ccc(OCc3ccccc3)cc12	-0.7
CC(=O)c1cn(N(C)c2ncc(C(F)(F)F)cc2Cl)c(=O)[nH]c1=O	0.5
O=C(NCc1cccnc1)c1ccc(COc2ccccc2Br)o1	-1.1
NC(=O)CSc1nnnn1CC(CC(=O)O)c1ccccc1 (stereo not drawn)	0.1
O=C(CC1SC(N2CCOCC2)=NC1=O)Nc1ccccc1F (stereo not drawn)	-1.2
CN(C)S(=O)(=O)c1cccc(NC(=O)NCCCl)c1	-1.8
Cc1ccc(NC(=O)COc2cccc3ccc(C)nc23)c(Br)c1	1.6
COc1ccc(Cl)cc1NC(=O)CN(C)C(=O)c1cc(=O)c2ccccc2o1	1.5
O=C(O)c1cccc(S(=O)(=O)N2Cc3ccccc3C2)c1	0.1
O=C(COc1cccnc1[N+](=O)[O-])Nc1ccc2c(c1)CCC2	-1.1

Going on with the list:
SMILES	TTR transcr act
CN(C)Cc1ccccc1C1(O)c2ccccc2CSc2ccccc21 (stereo not drawn)	-4.4
COc1ccccc1-c1cc(=O)c2c(O)ccc([N+](=O)[O-])c2o1	-0.9
Clc1nc(N2CCOCC2)ncc1Br	0.1
N/C(=N\c1nc2ccccc2o1)NC(=O)c1ccc([N+](=O)[O-])cc1	4.1
O=C(NCCN1CCOCC1)c1cc(-c2ccco2)on1	3.0
Brc1ccc(-c2nn3c(-c4ccco4)nnc3s2)o1	-2.1
Cn1cccc1C1C(C#N)=C(N)OC2=C1C(=O)CCC2 (stereo not drawn)	-2.3
CC(C)=CC(=O)Nc1ccc(OCc2ccccc2)cc1	-2.4
COc1ccc(S(=O)(=O)NCCOc2ccccc2)cc1-n1cnnn1	0.8
CC1CCN(S(=O)(=O)c2ccc(C(=O)Nc3nnc(C4=COCCO4)o3)cc2)CC1	0.5

(more compounds)
SMILES	TTR transcr act
Cc1nnsc1C(=O)NC1CCCCC1	1.6
Cc1ccc(NC(=O)CCc2nnc3ccc(N4CCC(C)CC4)nn23)nc1	4.7
COC(=O)[C@@]1(C)[C@H]2C(=O)N(Cc3ccccc3)C(=O)[C@H]2[C@H]2CN=C(SCc3ccccc3)N21	1.6
Cc1onc(-c2ccccc2)c1C(=O)N/N=C/c1cccs1	1.6
Cc1cc(C)n2nc(N)c(N=Nc3ccccc3)c2n1	-1.0
CC(C)n1nnnc1SCC(=O)NCc1cccs1	1.8
C[C@H]1CN([C@@H](C)CO)C(=O)c2cc(C#Cc3ccccn3)cnc2O[C@@H]1CN(C)Cc1ccccc1	0.7
CC1CCCN(C(=O)c2ccc(OC3CCN(CCc4ccccc4)CC3)cc2)C1 (stereo not drawn)	-0.5
Cc1oc(S(=O)(=O)N2CCCCC2)cc1NC(=O)Nc1ccc(Cl)cc1	-4.3
COc1cc(C(=O)Nc2nc3ccccc3[nH]2)cc(OC)c1OC	-0.3

Remaining list, next part
SMILES	TTR transcr act
CCN(C(=O)CSc1nnc(-c2ccco2)n1CC)c1c(N)n(Cc2ccccc2)c(=O)[nH]c1=O	4.4
CSc1nc(NC(C)C)nc(N2CCOCC2)n1	-5.5
Cc1c(C(=O)N2CCCCC2)c(S(=O)(=O)N(C)Cc2ccccc2)c(C)n1C	3.7
CC1=C(C(=O)Nc2ccc(C(=O)NC(C)c3ccccc3)cc2)SCCO1 (stereo not drawn)	0.5
Nc1nc(N2CCN(c3cccc(Cl)c3)CC2)n[nH]1	3.8
CCN(CCn1cccn1)C(=O)CCc1nnc(CCCc2ccccc2)o1	-2.1
O=S(=O)(Nc1nc2ccccc2nc1NCC1CCCO1)c1cccs1 (stereo not drawn)	2.3
CN(C)C(=O)c1ccc2c(c1)n(C)c(=O)n2C	-1.8
Cc1cccc(C(=O)n2cnnc2N)c1	2.4
COc1ccc(NC(=S)N2CCN(Cc3ccc(C)cc3)CC2)cc1	-1.3

Structural class, the compounds so far with a furan ring, fused or not.
SMILES	TTR transcr act
COCCN1Cc2cccc(C(=O)NC(C)CCc3ccco3)c2C1=O (stereo not drawn)	-1.1
COc1ccc(CCn2c(=N)c(C(=O)NCc3ccco3)cc3c(=O)n4ccccc4nc32)cc1	-0.4
N#Cc1nc(-c2ccco2)oc1NCc1ccccc1Cl	2.0
O=C(c1ccco1)N1CCN(S(=O)(=O)c2ccc3c(c2)CCN3C(=O)C2CCC2)CC1	6.7
O=C(NC(Cc1ccccc1)C(=O)O)/C(=C\c1ccco1)NC(=O)c1ccc(Br)cc1 (stereo not drawn)	-2.6
Cc1ccc(C(=O)OCC(=O)NC2CCCc3ccccc32)o1 (stereo not drawn)	18*
O=C(NCc1cccnc1)c1ccc(COc2ccccc2Br)o1	-1.1
O=C(NCCN1CCOCC1)c1cc(-c2ccco2)on1	3.0
Brc1ccc(-c2nn3c(-c4ccco4)nnc3s2)o1	-2.1
Cc1oc(S(=O)(=O)N2CCCCC2)cc1NC(=O)Nc1ccc(Cl)cc1	-4.3
CCN(C(=O)CSc1nnc(-c2ccco2)n1CC)c1c(N)n(Cc2ccccc2)c(=O)[nH]c1=O	4.4

The list goes on.
SMILES	TTR transcr act
CC(C(=O)Nc1cccc(Br)c1)c1ccc([N+](=O)[O-])cc1 (stereo not drawn)	-0.2
Cc1ccccc1C(=O)Nc1ccc2c(c1)nc(CCNC(=O)c1ccco1)n2C	2.5
CC(C)c1csc(CN2CCC(CO)(Cc3ccccc3)CC2)n1	-0.1
Cc1nnc2ccc(-c3ccc(NC(=O)c4ccco4)cc3)nn12	-0.1
COc1cccc(NS(=O)(=O)c2c(C(=O)N3CCCCCC3)c(C)n(C)c2C)c1	-0.1
COc1ccc(CNC(=O)c2ccc(Cn3nc(C)c([N+](=O)[O-])c3C)o2)cc1	-0.3
O=C(Cn1nnc2ccccc2c1=O)N1CCCc2ccccc21	1.9
COc1ccc(OC)c(C(=O)COC(=O)c2c(OC)cccc2OC)c1	-1.7
OC(CN1CCCCC1)c1ccc2c3c(cccc13)CC2 (stereo not drawn)	0.9
Cc1ccc(N2C(=O)N(CC(=O)Nc3ccc(C)cc3C)C(=O)C2C)cc1 (stereo not drawn)	2.3

The listing continues.
SMILES	TTR transcr act
O=C(CNS(=O)(=O)/C=C/c1ccccc1)OCC(=O)N1CCC(Cc2ccccc2)CC1	-1.0
COCCN(C(=O)c1ccc(OC2CCN(S(=O)(=O)N(C)C)CC2)cc1)C(C)C	2.2
O=C(Cc1ccc(F)cc1)N[C@@H]1c2ccccc2CC[C@H]1OCc1ccccc1	-0.8
O=C(NN1C(=O)c2ccccc2C1=O)C1CC2CCC1C2 (stereo not drawn)	0.1
CC1C(=O)N(Cc2cn(Cc3ccco3)nn2)CCS(=O)(=O)N1Cc1ccc(-c2cccc(CO)c2)cc1 (stereo not drawn)	-1.1
CC(=O)Nc1ccc(Cc2ccncc2)cc1	-0.4
CCCn1nnnc1SCC(=O)NCc1ccccc1	0.4
O=C(NC1=NCCS1)C1CC(=O)N(c2ccc(Cl)cc2)C1 (stereo not drawn)	3.1
O=C(/C=C/c1ccccc1Cl)Nc1ccc(Cl)cn1	-0.1
COc1ccc(COCC(O)CN(Cc2ccccc2)C(C)C)cc1OC (stereo not drawn)	0.1
O=C(CSc1nnc(-c2ccco2)o1)c1ccc(O)cc1O	-0.9
CC(=O)c1ccc(-c2nnc(CCC(=O)N(C)Cc3cnc4ccccn34)o2)s1	2.5
